High-throughput results deposited in PubChem by National Center for Advancing Translational Sciences (NCATS).
Rab9 promoter act: Rab9 promoter activation. Potency, µM (series often up to 9.22 µM), without a hit: at the highest dose activation, negative = inhibition, most hits filed as activators. Huh7 Rab9 promoter-luciferase reporter, luminescence, 24 h. AID 485297. 2.8% of 320,000 active; also: % of control where 0% means no effect; nearly all actives have a fitted effect of over 60% in size
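Cells were plated at 1500 per well in reduced-serum medium with 10% FBS and left 2 h. Compound in DMSO was then added for 24 h at 37 °C. Reporter signal was read by luminescence after 10 min with luciferase detection reagent.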
p53 reactivation: restores transcriptional activity of mutant p53; H1299 p53-A138V BP100-luciferase reporter, luminescence, 24 h; 0.063% of 320,000 active; Potency, µM (doses to about 92.2 µM), for the others: top-dose activity change, positive = activation, most hits filed as activators; also: % of control where 0% means no effect; nearly all actives have a fitted effect of over 45% in size
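p53-null H1299 cells stably carrying temperature-sensitive p53-A138V and a BP100-luciferase reporter were pinned with compounds (4-point, 1:5 series) and held 24 hrs at 37 deg C. Luminescence was read 10 min after detection reagent.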
NPC1 promoter act: activators of NPC1 promoter; Huh7 NPC1 promoter luciferase reporter, 24 h; 2.4% of 320,000 active; Potency, µM (highest dose often 9.22 µM), for inactives: top-dose activation, usual class: activators;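 also: % of control where 0% means no effect; nearly all actives have a fitted effect of over 60% in size; reporter is driven by a mutant NPC1 promoter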
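NPC1 promoter–luciferase Huh7 cells; 24 h compound; luminescence.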
MBNL1 CUG block: blocks human MBNL1 binding to CUG repeat RNA. Q9NR56. TR-FRET MBNL1-His/biotin-(CUG)12 binding, 665/545 ratio. Potency, µM (titrated, usually from 57.5 µM), for inactives: top-dose activity change, negative = inhibition, hits mostly inhibitors. 0.036% of 280,000 active. AID 2675; active = well fitted inhibition curve with a large enough effect in the signal ratio, with a control signal flat, not every such curve was filed as active; inconclusive = small, poorly fitted or top-dose-only effect, or effect the other way, or a change in a side signal; inactive = no such curve, though single readings can be large or run the other way; the % refers to the signal ratio; also: % is scaled to controls: 0 for no effect and ±100 for the full control effect
Target sequence (Q9NR56 whole entry, looked up): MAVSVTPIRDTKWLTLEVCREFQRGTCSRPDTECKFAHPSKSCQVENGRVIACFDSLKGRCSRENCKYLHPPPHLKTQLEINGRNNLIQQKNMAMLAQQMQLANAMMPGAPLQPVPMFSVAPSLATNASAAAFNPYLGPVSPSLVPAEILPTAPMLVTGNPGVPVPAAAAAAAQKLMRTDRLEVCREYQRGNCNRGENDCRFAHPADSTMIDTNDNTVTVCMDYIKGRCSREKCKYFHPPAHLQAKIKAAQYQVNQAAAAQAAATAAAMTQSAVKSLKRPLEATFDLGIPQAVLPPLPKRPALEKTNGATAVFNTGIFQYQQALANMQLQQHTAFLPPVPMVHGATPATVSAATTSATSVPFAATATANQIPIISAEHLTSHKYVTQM
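Ratiometric TR-FRET (665 over 545 nm, excitation 340 nm) tracks disruption of MBNL1-His/biotin-(CUG)12 complex after 60 min at room temperature, with compounds at 92 nM to 58 uM final.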
RORg inh: inhibitors of mouse ROR gamma transcriptional activity; 5.4% of 310,000 active; Potency, µM (top dose mostly 53.6 µM), inactives show at the highest dose activity change, negative = inhibition, actives largely listed as inhibitors; P51450; Drosophila S2 Gal4-RORgamma UAS-luciferase reporter, 20 h; also: % is scaled to controls: 0 for no effect and ±100 for the full control effect; nearly all actives have a fitted effect of over 60% in size
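ROR gamma transcriptional activity was tracked as Gal4-UAS luciferase output in stably transfected Drosophila Schneider cells, with compound added 1 hr before 700 uM copper sulfate induction and a 20 hr ambient-temperature incubation.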
FLuc counter: inhibits or activates purified firefly luciferase, miR-21 counter-screen; purified FLuc, Km substrates, luminescence inhibition; Potency, µM (top dose mostly 57.5 µM), inactives show at the highest dose activity change, negative = inhibition, hits mostly inhibitors; P08659; 6.9% of 360,000 active;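 also: plate controls were vehicle for no effect and reference inhibitor for full effect; nearly all actives have a fitted effect of over 55% in size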
Target sequence (P08659 whole entry, looked up): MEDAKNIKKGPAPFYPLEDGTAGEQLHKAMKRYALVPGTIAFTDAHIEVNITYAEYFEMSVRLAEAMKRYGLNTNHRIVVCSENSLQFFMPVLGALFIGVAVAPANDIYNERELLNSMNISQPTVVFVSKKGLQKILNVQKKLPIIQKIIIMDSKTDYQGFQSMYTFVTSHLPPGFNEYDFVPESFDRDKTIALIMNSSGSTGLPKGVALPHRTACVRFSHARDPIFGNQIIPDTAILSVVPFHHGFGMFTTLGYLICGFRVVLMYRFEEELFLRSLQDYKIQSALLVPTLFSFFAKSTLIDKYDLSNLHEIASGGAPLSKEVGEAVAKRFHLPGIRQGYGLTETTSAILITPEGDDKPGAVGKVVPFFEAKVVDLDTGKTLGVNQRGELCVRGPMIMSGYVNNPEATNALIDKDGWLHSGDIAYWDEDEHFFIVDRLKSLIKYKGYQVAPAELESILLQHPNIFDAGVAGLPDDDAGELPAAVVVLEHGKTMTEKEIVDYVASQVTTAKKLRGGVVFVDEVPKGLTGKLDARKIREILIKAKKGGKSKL
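Purified P. pyralis luciferase, 10 nM final, with Km-level 10 uM D-luciferin and 10 uM ATP in 50 mM Tris acetate pH 7.5, 10 mM Mg acetate, 0.01% Tween-20, 0.05% BSA; 6-point qHTS titration about 60 µM downward; luminescence read.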
VP16 counter: inhibits Gal4-VP16 luciferase reporter, ROR gamma counter-screen | Drosophila S2 Gal4-VP16 UAS-luciferase, luminescence, 20 h | Potency, µM (titrated, usually from 53.6 µM), inactives show at the highest dose activity, negative = inhibition, most hits filed as inhibitors | 3.5% of 310,000 active | AID 2546;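 also: Gal4-VP16 expression switched on by copper sulfate through the metallothionein promoter; % is scaled to controls: 0 for no effect and ±100 for the full control effect; nearly all actives have a fitted effect of over 50% in size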
BRCA1 expr up: increases BRCA1 expression | AID 624202 | Potency, µM (doses to about 46.1 µM), for the others: at the highest dose activation, actives largely listed as activators | MCF7-BRCA1-FFLuc reporter, luminescence, 48 h; response scale: scaled: vehicle 0%, 10 µM genistein 100% | 1.1% of 380,000 active; also: nearly all actives have a fitted effect of over 80% in size; some results filed as inactive show a strong effect at the top dose
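Using MCF7 cells harboring a BRCA1 firefly luciferase reporter, plated 2 h before compound pinning, the screen measured luminescence after 48 h incubation. Responses were normalized to DMSO and 10 microM genistein, then fitted for concentration-effect.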
ELG1 genotoxic: induces genotoxicity in HEK293T cells with luciferase-tagged ELG1 | HEK293T ELG1-luciferase reporter, luminescence, 16 h | Potency, µM (doses to about 46 µM), for the others: at the highest dose activity change, positive = activation, actives largely listed as activators | 1.3% of 330,000 active; also: % of control where 0% means no effect; nearly all actives have a fitted effect of over 60% in size
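Luminescence read-out: rising ELG1-luciferase signal, reflecting elevated ELG1 protein under genetic stress, flags genotoxic compounds. Cells were treated for 16 hr at 37 °C before ONE-Glo detection.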
uPA surface inh: cell surface uPA generation inhibition. cell surface uPA generation assay, qHTS. Potency, µM (highest dose often 38.3 µM), inactives show at the highest dose activity change, negative = inhibition, usual class: inhibitors. 0.31% of 330,000 active; active = well fitted inhibition curve with a large enough effect; inconclusive = small, poorly fitted or top-dose-only effect; inactive = no such curve, though single readings can be large or run the other way; tested in mouse RAW 264.7 cells; also: % is scaled to controls: 0 for no effect and ±100 for the full control effect; nearly all actives have a fitted effect of over 55% in size
* = called active by the depositor; u = inconclusive; x = no result given; [ ] = remark or other dose. Unless noted, calls follow the shape of the dose curve; as a rule, active = well fitted curve in the direction sought with a large enough effect; inconclusive = small, poorly fitted or top-dose-only effect, or another doubt; inactive = no such curve, though single readings can be large; an effect the other way counts as inactive or inconclusive. Potency is read from the fitted curve at half-maximal effect.

No.	Compound	Rab9 promoter act	p53 reactivation	NPC1 promoter act	MBNL1 CUG block	RORg inh	FLuc counter	VP16 counter	BRCA1 expr up	ELG1 genotoxic	uPA surface inh
1	CN(C)c1nc(C(N)=O)nc(N2CCOCC2)n1	10%	-2%	-1%	-2%	19%	1%	1%	2%	1%	4%
2	CN(C)N=C1c2cc(S(=O)(=O)N(C)C)ccc2-c2ccc(S(=O)(=O)N(C)C)cc21	-12%	-7%	-6%	u	-18%	2%	12%	-45%	-3%	u
3	O=C(NCCc1ccccn1)/C(=C/c1ccco1)NC(=O)c1ccccc1	-7%	3%	-2%	u	1%	-2%	-23%	0%	0%	-1%
4	Cc1ccc(-c2nn3c(C)nnc3s2)cc1NC(=O)c1ccc(OC(C)C)cc1	5%	18%	9%	9%	2%	-4%	-18%	-25%	-7%	-18%
5	CC(=O)c1cccc(NC(=O)CNC(=O)c2sc3ccccc3c2Cl)c1	1%	4%	10%	x	x	-18%	x	-29%	u	2%
6	CC(=O)c1ccc(OC(C)C)c(Cc2c(O)nc(N)[nH]c2=O)c1	-1%	2%	-5%	x	-2%	0%	-2%	17%	4%	0%
7	CC(=O)c1ccccc1NC(=O)COC(=O)C1CCCN1S(=O)(=O)c1ccccc1F (stereo not drawn)	0%	-3%	2%	x	x	u	x	-20%	0%	-13%
8	COCCCn1cc(C(=O)c2cc(Br)ccc2O)cc(C#N)c1=O	-1%	-1%	0%	3%	u	-6%	-2%[10 µM]	-39%	30%	-6%
9	CCOC(=O)/C(=C/c1c[nH]c2ccccc12)NC(C)=O	-9%	1%	2%	17%	21%	3%	-10%	2%	2%	1%
10	CC(C)C(NC(=O)c1c(F)cccc1F)C(=O)NCC(c1ccccc1)N(C)C (stereo not drawn)	-2%	0%	-2%	-5%	8%	-2%	-14%	-9%	0%	-12%
11	COC(=O)c1ccccc1NC(=O)Cc1nc(-c2ccccc2)sc1-c1ccc(C)cc1	-3%	13%	-1%	58%[activator]	u	u	u	-33%	1%	3%
12	CCOC(=O)C1(CCOC)CCN(C2C3CC4CC(C3)CC2C4)CC1 (stereo not drawn)	-2%	1%	-1%	-5%	10%	5%	-5%	0%	0%	3%
13	Cc1ccc(S(=O)(=O)N2CCN(C(=O)COC(=O)CNC(=O)c3ccc(Cl)cc3Cl)CC2)cc1	-4%	10%	0%	x	x	-20%	x	31%	16%	-4%
14	Cc1nc(NC(=O)COC(=O)c2ccc(S(=O)(=O)N3CCc4ccccc4C3)cc2)c(Cl)cc1Cl	-4%[1.84 µM]	-4%	-4%	-1%	-6%	3%	-26%[10 µM]	-12%	3%	4%
15	COCCN(C(=O)CCc1ccccc1OC)c1nnc(-c2cccnc2)s1	7%	-8%	-6%	-6%	37%	6%	-8%	-6%	-3%	-8%
16	CCn1c(=O)c2cc(C(=O)N(C)c3cc(C)ccc3OC)sc2c2ccccc21	-4%	-4%	-4%	-4%	-3%	0%	2%	-33%	-1%	-7%
17	O=C(CSC1=NS(=O)(=O)c2cc(Cl)ccc2N1)NCc1ccc(F)cc1	-5%	0%	-2%	x	x	u	x	4%	-5%	2%
18	CCc1nc(SCC(=O)NCc2ccc(F)cc2)c2c(=O)n(C)c(=O)n(C)c2n1	-2%	7%	0%	0%	11%	1%	-3%	26%	5%	2%
19	Cc1cc(C)c(NC(=O)CCCN2CCOCC2)c(C)c1	-2%	-3%	-1%	0%	-20%	0%	4%	1%	-2%	x
20	CCn1ccnc1CNC(=O)c1ccc(OC2CCN(C(=O)COC)CC2)cc1	-6%	2%	0%	-5%	2%	6%	-14%	-6%	3%	1%
21	O=C(Nc1ccccc1-c1nnc(SCc2ccccc2Cl)o1)c1ccccc1	-9%	-4%	-8%	1%	2%	1%	4%	-16%	0%	x
22	Clc1ccc(C2CC(c3cccs3)n3ncnc3N2)c(Cl)c1 (stereo not drawn)	2%	-5%	2%	-2%	11µM*	-2%	u	-3%	2%	1%
23	Cc1cc(C)c2[nH]c(=O)c(CN(Cc3ccco3)C(=S)NCC3CCCO3)cc2c1 (stereo not drawn)	-1%	-2%	-4%	x	2%[10 µM]	0%	3%	-6%	x	-4%
24	O=C(CN1C(=O)NC(CCc2ccccc2)C1=O)Nc1ccc(F)c(F)c1F (stereo not drawn)	x	-3%	x	x	x	x	x	-4%	0%	10%
25	O=[n+]1c2c(n([O-])c3cc(Br)ccc31)CCCC2	0%	7%	-9%	u	-4%	2%	3%	-2%	3%	1%
26	c1ccc(-c2nnc(-c3ccccc3)c(-c3c[nH]c4ccccc34)n2)cc1	0%	23%	0%	-9%	-18%	-6%	-1%	-28%	-1%	6%
27	O=[N+]([O-])c1ccc(N/N=C\c2ccccc2OCc2ccccc2)cc1	-3%	-8%	0%	7%	17%	0%	2%	-21%	5%	8%
28	COc1ccc(NCc2ccsc2)cc1	16%	x	19%	-3%	x	u	x	87%	10%	-5%
29	Cc1ccc(C2c3sc(=O)[nH]c3SC3C4CC(C5C(=O)N(C(C)C(=O)O)C(=O)C45)C23)cc1 (stereo not drawn)	-2%	-6%	1%	2%	14%	1%	0%	-18%	5%	1%
30	O=C(CSc1ccc(-c2ccccn2)nn1)Nc1nccs1	20%	9%	6%	6%	-10%	-7%	8%	-14%	10%	3%
31	O=C(/C=C/c1ccco1)Nc1ccccc1N1CCOCC1	2%	6%	-6%	-5%	43%	-12%	u	-21%	-1%	2%
32	COc1ccc(C(=O)NC(C(=O)NCC2CCCO2)C(C)C)cc1 (stereo not drawn)	12%	-3%	-2%	-2%	4%	-3%	1%	2%	0%	5%
33	COc1ccc(S(=O)(=O)CCC(=O)Nc2c(C)cccc2C)cc1	-1%	-3%	16%	-8%	1%	-3%	1%	-1%	0%	5%
34	C=CCNc1nc2c(c(=O)n(C)c(=O)n2C)n1CC	0%	-7%	0%	-5%	-5%	2%	-12%	3%	4%	-8%
35	CCN(CC)S(=O)(=O)c1ccc(NC2CCN(Cc3ccccc3)CC2)nc1	-10%	-8%	0%	5%	-5%	3%	-1%	-15%	10%	-1%
36	CCOC(=O)c1c(C)[nH]c(C(=O)C(C)OC(=O)c2cccc(OCc3c(C)noc3C)c2)c1C (stereo not drawn)	-6%	2%	-2%	-13%	u	2%	u	-75%	-4%	-8%
37	CN(C)C(=O)OCC1COc2ccccc2O1 (stereo not drawn)	-1%	u	0%	-1%	1%	1%	16%	23%	5%	2%
38	COc1ccc(OCC(O)CN(C)C(=O)C(C)Oc2ccccc2)cc1 (stereo not drawn)	0%	-8%	2%	3%	11%	2%	-12%	-6%	0%	-5%
39	COc1ccc(OCC(=O)N2CCN(c3nnc(-c4ccc(C)cc4)c4ccccc34)CC2)cc1	-13%	-7%	-4%	-6%	17%	1%	u	-77%	-13%	-9%
40	Cc1ccc(C)c(OCCCCn2cnc3ccccc3c2=O)c1	-3%	-3%	-1%	4%	7%	-12%	-2%	15%	-5%	x
41	COCC(=O)Nc1ccccc1NC(C)=O	16%	u	-2%	-13%	-9%	0%	0%	0%	10%	0%
42	O=c1cc(CO)oc(C(Nc2ccccn2)c2ccc(F)cc2)c1O (stereo not drawn)	3%	2%	-1%	2%	-16%	u	-2%	30%	0%	1%

Of the compounds above, these have an aryl methoxy group:
No.	Compound	Rab9 promoter act	p53 reactivation	NPC1 promoter act	MBNL1 CUG block	RORg inh	FLuc counter	VP16 counter	BRCA1 expr up	ELG1 genotoxic	uPA surface inh
15	COCCN(C(=O)CCc1ccccc1OC)c1nnc(-c2cccnc2)s1	7%	-8%	-6%	-6%	37%	6%	-8%	-6%	-3%	-8%
16	CCn1c(=O)c2cc(C(=O)N(C)c3cc(C)ccc3OC)sc2c2ccccc21	-4%	-4%	-4%	-4%	-3%	0%	2%	-33%	-1%	-7%
28	COc1ccc(NCc2ccsc2)cc1	16%	x	19%	-3%	x	u	x	87%	10%	-5%
32	COc1ccc(C(=O)NC(C(=O)NCC2CCCO2)C(C)C)cc1 (stereo not drawn)	12%	-3%	-2%	-2%	4%	-3%	1%	2%	0%	5%
33	COc1ccc(S(=O)(=O)CCC(=O)Nc2c(C)cccc2C)cc1	-1%	-3%	16%	-8%	1%	-3%	1%	-1%	0%	5%
38	COc1ccc(OCC(O)CN(C)C(=O)C(C)Oc2ccccc2)cc1 (stereo not drawn)	0%	-8%	2%	3%	11%	2%	-12%	-6%	0%	-5%
39	COc1ccc(OCC(=O)N2CCN(c3nnc(-c4ccc(C)cc4)c4ccccc34)CC2)cc1	-13%	-7%	-4%	-6%	17%	1%	u	-77%	-13%	-9%
